UCHL1 block: inhibitors of human UCHL1 deubiquitinase. purified UCHL1, Ub-rhodamine cleavage fluorescence. inhibition, % at 20 µM. actives 0.2% (n = 47,000)
Target sequence (P09936 whole entry, looked up): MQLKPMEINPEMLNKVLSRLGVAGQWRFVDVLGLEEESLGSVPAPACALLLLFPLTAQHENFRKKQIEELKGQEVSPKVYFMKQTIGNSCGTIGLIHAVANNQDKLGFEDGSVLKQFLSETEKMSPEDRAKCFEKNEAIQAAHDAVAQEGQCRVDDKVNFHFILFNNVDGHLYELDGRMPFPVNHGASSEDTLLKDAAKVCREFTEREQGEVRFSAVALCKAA
USP28 inh: blocks human USP28 ubiquitin-rhodamine cleavage. purified USP28, Ub-rhodamine cleavage fluorescence, 30 min. inhibition, % at 25 µM. actives 3% (n = 47,000). AID 1645857
USP10 block: blocks human USP10 ubiquitin-rhodamine cleavage | purified USP10, Ub-rhodamine fluorescence, 60 min | inhibition, % at 20 µM | actives 1.1% (n = 47,000)
USP7 block: blocks human USP7 ubiquitin-rhodamine cleavage; actives 0.3% (n = 47,000); purified USP7, Ub-rhodamine cleavage fluorescence; inhibition, % at 20 µM; Q93009
OTUD3 block: human OTUD3 deubiquitinase inhibition | actives 0.7% (n = 47,000) | Q5T2D3 | inhibition, % at 25 µM | purified OTUD3, Ub-rhodamine fluorescence, 2 h
USP17 block: inhibitors of human USP17 deubiquitinase; A8MUK1; purified USP17, Ub-rhodamine cleavage fluorescence, 3 h; inhibition, % at 50 µM; actives 6.5% (n = 47,000); AID 1645855
USP8 inh: blocks human USP8 ubiquitin-rhodamine cleavage | AID 1645853 | purified USP8, Ub-rhodamine cleavage fluorescence, 30 min | P40818 | actives 4.2% (n = 47,000) | inhibition, % at 20 µM
USP30 block: inhibitors of human USP30 deubiquitinase; purified USP30, Ub-rhodamine cleavage fluorescence; inhibition, % at 25 µM; actives 5.3% (n = 47,000); AID 1645860
Target sequence (Q70CQ3 whole entry, looked up): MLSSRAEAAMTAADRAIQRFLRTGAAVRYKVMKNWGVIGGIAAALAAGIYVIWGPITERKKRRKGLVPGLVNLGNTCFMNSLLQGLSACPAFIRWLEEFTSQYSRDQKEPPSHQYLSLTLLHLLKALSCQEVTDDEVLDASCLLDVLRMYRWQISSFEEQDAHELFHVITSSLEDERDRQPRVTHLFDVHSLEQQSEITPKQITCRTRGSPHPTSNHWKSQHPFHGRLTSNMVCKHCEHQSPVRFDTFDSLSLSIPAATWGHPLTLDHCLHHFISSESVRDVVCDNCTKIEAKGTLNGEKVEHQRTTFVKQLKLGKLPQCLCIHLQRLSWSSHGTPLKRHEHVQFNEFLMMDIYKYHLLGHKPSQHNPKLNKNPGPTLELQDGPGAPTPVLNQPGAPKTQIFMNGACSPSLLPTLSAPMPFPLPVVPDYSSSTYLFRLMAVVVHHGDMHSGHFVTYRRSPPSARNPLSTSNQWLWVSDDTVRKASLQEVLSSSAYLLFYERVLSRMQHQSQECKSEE
Starred values were filed as active, the others as inactive. No stated cut-off is given here; in the data, active means inhibition above about 30%; inactive means the rest.

The first 2 records as a preview:
What do the screens show for `CC(C)NC(=O)C1(Cc2ccc(-c3cccnc3)cc2)CCOCC1`?
UCHL1 block: 1; USP28 inh: 11; USP10 block: 1; USP7 block: 2; OTUD3 block: 15; USP17 block: 11; USP8 inh: 14; USP30 block: 22

What do the screens show for `O=C(O)CCC(=O)C(O)c1ccccc1` (centres undefined)?
UCHL1 block: 3; USP28 inh: -2; USP10 block: 0; USP7 block: -5; OTUD3 block: 2; USP17 block: -26; USP8 inh: 0; USP30 block: -74

The list itself, previewed entries included:
What do the screens show for `CC(C)NC(=O)C1(Cc2ccc(-c3cccnc3)cc2)CCOCC1`?
UCHL1 block: 1; USP28 inh: 11; USP10 block: 1; USP7 block: 2; OTUD3 block: 15; USP17 block: 11; USP8 inh: 14; USP30 block: 22

What do the screens show for `O=C(O)CCC(=O)C(O)c1ccccc1` (centres undefined)?
UCHL1 block: 3; USP28 inh: -2; USP10 block: 0; USP7 block: -5; OTUD3 block: 2; USP17 block: -26; USP8 inh: 0; USP30 block: -74

How did CC1CCN(c2ccc(-c3nc(-c4ccccc4)no3)nn2)CC1 do in these assays?
UCHL1 block: 0; USP28 inh: 0; USP10 block: 2; USP7 block: 6; OTUD3 block: 8; USP17 block: 14; USP8 inh: 15; USP30 block: 12

How did COc1ccc(OCC(=O)NCc2ccc(-c3nc(C)ncc3-c3cc(C)no3)cc2)cc1 do in these assays?
UCHL1 block: -4; USP28 inh: -3; USP10 block: -1; USP7 block: -7; OTUD3 block: 4; USP17 block: 1; USP8 inh: -13; USP30 block: -1

How did COc1cccc(CN2C(=O)c3ccccc3S2(=O)=O)c1 do in these assays?
UCHL1 block: -2; USP28 inh: 13; USP10 block: 4; USP7 block: -4; OTUD3 block: -4; USP17 block: 1; USP8 inh: 0; USP30 block: -4

What do the screens show for `CO[C@H]1OC(=O)C=C2C1=C[C@H]1OC(=O)[C@@]3(C)CCC[C@@]2(C)[C@@H]13`?
UCHL1 block: 0; USP28 inh: 3; USP10 block: -3; USP7 block: 1; OTUD3 block: -1; USP17 block: 2; USP8 inh: 1; USP30 block: 6

What do the screens show for `O=C(CCn1cnc2ccccc2c1=O)N1CCCC(c2nnc(C(F)(F)F)o2)C1` (centres undefined)?
UCHL1 block: -1; USP28 inh: -12; USP10 block: 1; USP7 block: 1; OTUD3 block: -9; USP17 block: -8; USP8 inh: -13; USP30 block: -5

How did COCCN1C(=O)c2ccccc2C(C(=O)Nc2ccccc2OC)C12CCCCC2 (centres undefined) do in these assays?
UCHL1 block: 0; USP28 inh: 0; USP10 block: 0; USP7 block: 4; OTUD3 block: 0; USP17 block: -4; USP8 inh: 2; USP30 block: -34

Results for Cc1cc(NC(=O)C2CCCN(S(=O)(=O)N3CCOCC3)C2)no1 (centres undefined) ?
UCHL1 block: 0; USP28 inh: -3; USP10 block: -4; USP7 block: 3; OTUD3 block: -9; USP17 block: 0; USP8 inh: 7; USP30 block: -31

Results for CCn1cc(S(=O)(=O)N2CC[C@H](c3ccccc3)[C@H]3NCCCC[C@H]32)cn1 ?
UCHL1 block: -3; USP28 inh: -19; USP10 block: -4; USP7 block: -1; OTUD3 block: -7; USP17 block: -8; USP8 inh: 1; USP30 block: -11

How did Cc1c(-c2noc(-c3cccnc3)n2)nnn1-c1ccccc1 do in these assays?
UCHL1 block: -2; USP28 inh: 0; USP10 block: -1; USP7 block: -20; OTUD3 block: 1; USP17 block: 0; USP8 inh: 1; USP30 block: -4

Results for O=C(CCn1c(=O)c2ccccc2n(Cc2cc(=O)n3ccccc3n2)c1=O)N1CCc2ccccc2C1 ?
UCHL1 block: -6; USP28 inh: -11; USP10 block: -6; USP7 block: -3; OTUD3 block: -17; USP17 block: -13; USP8 inh: -17; USP30 block: -11

What do the screens show for `CC1=CC(=O)CC(C)(C)C1(O)/C=C/C(C)=C/C(=O)O` (centres undefined)?
UCHL1 block: -3; USP28 inh: -6; USP10 block: 0; USP7 block: -1; OTUD3 block: 0; USP17 block: -6; USP8 inh: 0; USP30 block: 3

How did CN1C(=O)c2cc(S(=O)(=O)Nc3ccccc3)ccc2Oc2cccnc21 do in these assays?
UCHL1 block: 2; USP28 inh: 16; USP10 block: 6; OTUD3 block: 6; USP17 block: 5; USP8 inh: 0; USP30 block: 28

How did CCc1ccc(-c2cc3c(=O)n(Cc4nc(-c5ccccn5)no4)ccn3n2)cc1 do in these assays?
UCHL1 block: -6; USP28 inh: -7; USP10 block: -5; USP7 block: -3; OTUD3 block: -11; USP17 block: 31*; USP8 inh: -17; USP30 block: -95

How did CSc1cccc(NC(=O)C2C3C=CC4(O3)C2C(=O)N(CCc2ccccc2)C4C(=O)NC2CCCCC2)c1 (centres undefined) do in these assays?
UCHL1 block: -2; USP28 inh: 0; USP10 block: 39*; USP7 block: -6; OTUD3 block: 11; USP17 block: 10; USP8 inh: 57*; USP30 block: -1

How did CSc1cccc(NC(=O)CCc2ccc3nc(NC(C)=O)sc3c2)c1 do in these assays?
UCHL1 block: 3; USP28 inh: 11; USP10 block: 1; USP7 block: 5; OTUD3 block: 11; USP17 block: 16; USP8 inh: -142; USP30 block: 54*

Results for Cc1nccc(C(=O)N2CCCC(Cc3cnc(N(C)C)cn3)CC2)n1 (centres undefined) ?
UCHL1 block: 1; USP28 inh: 11; USP10 block: 1; USP7 block: 4; OTUD3 block: 21; USP17 block: 19; USP8 inh: 20; USP30 block: 16

Results for O=C(c1cnn2cccnc12)N1CCCn2cc(-c3ccccc3)nc21 ?
UCHL1 block: 0; USP28 inh: 7; USP10 block: -1; USP7 block: -1; OTUD3 block: 0; USP17 block: 8; USP8 inh: 5; USP30 block: -3

What do the screens show for `CCn1c(C(=O)O)c(CNCc2ccccc2Cl)c2ccccc21`?
UCHL1 block: -22; USP28 inh: -4; USP10 block: -2; USP7 block: -8; OTUD3 block: -138; USP17 block: -12; USP8 inh: -8; USP30 block: -32

What do the screens show for `COc1cc(O)c2c(=O)cc(C)oc2c1CC=C(C)C`?
UCHL1 block: 5; USP28 inh: 30; USP10 block: 10; USP7 block: 4; OTUD3 block: 1; USP17 block: 38*; USP8 inh: 7; USP30 block: 31*

How did Cc1ccsc1C(=O)NC1(c2nc(-c3cccnc3)no2)CCCCC1 do in these assays?
UCHL1 block: -2; USP28 inh: 2; USP10 block: -6; USP7 block: -15; OTUD3 block: 3; USP17 block: -12; USP8 inh: -50; USP30 block: -8

Results for Cc1cc(C2CN(C(=O)c3ccc4n[nH]nc4c3)CCO2)nc(C)n1 (centres undefined) ?
UCHL1 block: 2; USP28 inh: 0; USP10 block: 0; USP7 block: 9; OTUD3 block: 1; USP17 block: 1; USP8 inh: -5; USP30 block: 4

What do the screens show for `CC1CS(=O)(=O)N(c2ccc(C(=O)NCc3ccc(Cl)cc3)cc2)C1=O` (centres undefined)?
UCHL1 block: 1; USP28 inh: 14; USP10 block: 0; USP7 block: 0; OTUD3 block: 21; USP17 block: 16; USP8 inh: 11; USP30 block: 26

4 entries drawn at random from those above:
What do the screens show for `COc1cc(O)c2c(=O)cc(C)oc2c1CC=C(C)C`?
UCHL1 block: 5; USP28 inh: 30; USP10 block: 10; USP7 block: 4; OTUD3 block: 1; USP17 block: 38*; USP8 inh: 7; USP30 block: 31*

What do the screens show for `CCn1c(C(=O)O)c(CNCc2ccccc2Cl)c2ccccc21`?
UCHL1 block: -22; USP28 inh: -4; USP10 block: -2; USP7 block: -8; OTUD3 block: -138; USP17 block: -12; USP8 inh: -8; USP30 block: -32

How did CN1C(=O)c2cc(S(=O)(=O)Nc3ccccc3)ccc2Oc2cccnc21 do in these assays?
UCHL1 block: 2; USP28 inh: 16; USP10 block: 6; OTUD3 block: 6; USP17 block: 5; USP8 inh: 0; USP30 block: 28

Results for O=C(c1cnn2cccnc12)N1CCCn2cc(-c3ccccc3)nc21 ?
UCHL1 block: 0; USP28 inh: 7; USP10 block: -1; USP7 block: -1; OTUD3 block: 0; USP17 block: 8; USP8 inh: 5; USP30 block: -3

More structures.
How did COc1ccc(/C=N/OCc2nc3c4c(ncn3n2)Oc2c(c(C)nn2-c2ccccc2)C4c2ccco2)cc1 (centres undefined) do in these assays?
UCHL1 block: 0; USP28 inh: 11; USP10 block: 0; USP7 block: 5; OTUD3 block: 9; USP17 block: 22; USP8 inh: 11; USP30 block: 42*

Results for CC(C)[C@H](NC(=O)C1CCC(CNC(=O)Cn2c(=O)[nH]c3ccccc3c2=O)CC1)C(=O)O (some centres undefined) ?
UCHL1 block: -2; USP28 inh: -5; USP10 block: -3; USP7 block: 1; OTUD3 block: -5; USP17 block: -26; USP8 inh: -211; USP30 block: -4

How did Cc1ccc(S(=O)(=O)N2CCOCC2)cc1C(=O)c1nccn1C do in these assays?
UCHL1 block: 1; USP28 inh: 0; USP10 block: 1; USP7 block: 10; OTUD3 block: 2; USP17 block: -5; USP8 inh: -14; USP30 block: -2

Results for Cc1cccc(O)c1-c1nc2c(-c3nc4c(C(=O)O)cccc4o3)cccc2o1 ?
UCHL1 block: 7; USP28 inh: 17; USP10 block: 2; USP7 block: 11; OTUD3 block: 33*; USP17 block: 47*; USP8 inh: -12; USP30 block: -8

What do the screens show for `CC(=O)N1CCCCCC1C1CCN(Cc2ccc(C(N)=O)cc2)CC1` (centres undefined)?
UCHL1 block: 1; USP28 inh: 10; USP10 block: 3; USP7 block: 3; OTUD3 block: 16; USP17 block: 12; USP8 inh: 18; USP30 block: 28

What do the screens show for `COc1cccc(NC(=O)N2CCCC2c2cc(C)no2)c1` (centres undefined)?
UCHL1 block: 3; USP28 inh: 14; USP10 block: 0; USP7 block: 6; OTUD3 block: 17; USP17 block: 16; USP8 inh: 21; USP30 block: 20

What do the screens show for `Cc1cc(NC2CCCCC2)n2nc(C)c(-c3ccc(F)cc3)c2n1`?
UCHL1 block: -1; USP28 inh: -9; USP10 block: 0; USP7 block: 4; OTUD3 block: -4; USP17 block: -2; USP8 inh: -6; USP30 block: -5

Results for COc1cccc(C(=O)Oc2ccc(-c3ccc(C)cc3)cc2C)c1 ?
UCHL1 block: 4; USP28 inh: 3; USP10 block: 3; USP7 block: 9; OTUD3 block: 9; USP17 block: 12; USP8 inh: 29; USP30 block: 27

What do the screens show for `CC(C)C(NC(=O)c1ccccc1)C(=O)N1CC=C(c2ccccc2)CC1` (centres undefined)?
UCHL1 block: 1; USP28 inh: 14; USP10 block: 0; USP7 block: 5; OTUD3 block: 8; USP17 block: 13; USP8 inh: 13; USP30 block: 15

How did O=C(NCc1ccc(F)cc1)c1cccc(Nc2nc3ccccc3n3cnnc23)c1 do in these assays?
UCHL1 block: 0; USP28 inh: 75*; USP10 block: 38*; USP7 block: 4; OTUD3 block: 67*; USP17 block: 72*; USP8 inh: 7; USP30 block: 80*

How did COc1cccc(-n2nnc(-c3nnc(-c4ccccc4)o3)c2C)c1 do in these assays?
UCHL1 block: 3; USP10 block: 4; USP7 block: -30; OTUD3 block: 10; USP17 block: 55*; USP8 inh: 1

What do the screens show for `O=C(c1ccc(O)cc1)N1C[C@@H]2CCN(c3ncccn3)C[C@@H]2C1`?
UCHL1 block: -2; USP28 inh: -7; USP10 block: -2; USP7 block: -2; OTUD3 block: -11; USP17 block: -14; USP8 inh: -44; USP30 block: -12

What do the screens show for `CCOc1ccc(-c2cn3ncsc3n2)cc1`?
UCHL1 block: -5; USP10 block: -1; USP7 block: -10; OTUD3 block: -5; USP17 block: -16; USP8 inh: -4

How did COc1ccc(S(=O)(=O)N2CCOCC2)cc1NC(=O)C1Cc2ccccc2CN1C(=O)c1ccco1 (centres undefined) do in these assays?
UCHL1 block: -7; USP28 inh: -12; USP10 block: -5; USP7 block: -11; OTUD3 block: -16; USP17 block: -1; USP8 inh: 49*; USP30 block: -180

How did Cc1nnc(-c2cc(S(=O)(=O)NCc3ccccc3)c[nH]2)o1 do in these assays?
UCHL1 block: -4; USP28 inh: -9; USP10 block: 0; USP7 block: -5; OTUD3 block: -4; USP17 block: -29; USP8 inh: 6; USP30 block: -17

Results for CCc1ccc(NC(=O)c2c(OC)cc(=O)n3c2CCCC3)cc1 ?
UCHL1 block: 0; USP28 inh: 3; USP10 block: 0; USP7 block: 1; OTUD3 block: -2; USP17 block: 0; USP8 inh: -5; USP30 block: 15

Results for CC(C)NC(=O)N1CCC2(CC1)CN(Cc1cccnc1)CC21CCN(C)C1=O (centres undefined) ?
UCHL1 block: -11; USP28 inh: -30; USP10 block: -7; USP7 block: -7; OTUD3 block: -27; USP17 block: -34; USP8 inh: -44; USP30 block: -99

How did Cc1ccc(Cl)cc1NC(=O)CSC1=NC(C)(C)Nc2ccccc21 do in these assays?
UCHL1 block: -2; USP28 inh: -6; USP10 block: -3; USP7 block: 0; OTUD3 block: -17; USP17 block: -4; USP8 inh: 13; USP30 block: -53

Rows were taken by chance; about 13% have a hit in one of these screens.
